Wnt act: Wnt/beta-catenin pathway activators, primary screen, cell-based, plate reader, single point; Wnt/beta-catenin reporter cell assay, activator; activation, % at 9.35 µM; 1.2% of 300,000 active; in the data active = activation above about 30%, passing the limit was not always enough; inconclusive = no clear call, values can overlap the other calls;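 also: 0% = neutral control wells and 100% = positive control wells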
HTR5A ag ctr: HTR5A agonists in luminescence cell assay, primary screen, counter-screen for OPRM1-OPRD1 heterodimer agonist project, full-deck HTS | 5-hydroxytryptamine receptor 5A (Homo sapiens), P47898 | cell-based | activation, % at 9.3 µM | 0.61% of 340,000 active | AID 504692, 2011; in the data active = activation mostly above about 9.5%, no sharp cut-off; inactive = mostly below about 7.6%;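 also: 0% = cells with vehicle only and 100% = reference agonist; strong numbers were not always called active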
dFosB act: activators of delta FosB homodimer, primary screen, biochemical, fluorescence polarization, TAMRA-CDK5 oligo, single point; purified delta FosB; percent of positive-control signal above neutral wells; activation, % at 25 µM; 0.99% of 340,000 active; AID 493131, 2011;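 active = mean activation above about 17%, with every replicate also reaching it, limit read from the data, passing the limit was not always enough; inconclusive = only one of the two conditions met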;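 also: fluorescence polarization rise as delta FosB binds a TAMRA Cdk5 AP-1 oligo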
Target sequence (P13346 whole entry, looked up): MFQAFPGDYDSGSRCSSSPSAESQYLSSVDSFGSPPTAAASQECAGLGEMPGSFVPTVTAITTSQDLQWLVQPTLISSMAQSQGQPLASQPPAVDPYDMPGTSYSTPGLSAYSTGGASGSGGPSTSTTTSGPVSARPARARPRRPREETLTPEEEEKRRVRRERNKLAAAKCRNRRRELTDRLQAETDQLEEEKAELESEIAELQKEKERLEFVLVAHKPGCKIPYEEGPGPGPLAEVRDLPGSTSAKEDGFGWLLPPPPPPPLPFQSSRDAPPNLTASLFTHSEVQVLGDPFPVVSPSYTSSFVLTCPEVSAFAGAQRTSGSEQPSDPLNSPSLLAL
PvdQ acylase: P. aeruginosa PvdQ acylase inhibitors, primary screen, biochemical, fluorescence, plate reader and imaging, single point. PvdQ acylase [Pseudomonas aeruginosa LESB58]. inhibition, % at 10 µM. purified PvdQ acylase. 0.063% of 340,000 active. AID 488965, 2010; in the data active = inhibition above about 30%, passing the limit was not always enough; inconclusive = no clear call, values can overlap the other calls;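 also: 0% = vehicle neutral wells and 100% = reference inhibitor wells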
SR-BI DiI inh: inhibitors of SR-BI mediated HDL lipid uptake, primary screen, ldlA[mSR-BI] cells, fluorescence, single point; ldlA[mSR-BI] CHO cells, DiI-HDL uptake fluorescence, 3 h; 0.96% of 320,000 active; inhibition, % at 12.5 µM; AID 488896, 2010;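 active = mean replicate inhibition of at least 70% and a set share of replicates each scoring 70 or more; inconclusive = meets just one of the two criteria; inactive = fails both criteria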;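 also: 0% = median of neutral control wells and 100% = median of positive control wells; values of inactives mirror those of a sister screen read the other way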
Target sequence (Q61009 whole entry, looked up): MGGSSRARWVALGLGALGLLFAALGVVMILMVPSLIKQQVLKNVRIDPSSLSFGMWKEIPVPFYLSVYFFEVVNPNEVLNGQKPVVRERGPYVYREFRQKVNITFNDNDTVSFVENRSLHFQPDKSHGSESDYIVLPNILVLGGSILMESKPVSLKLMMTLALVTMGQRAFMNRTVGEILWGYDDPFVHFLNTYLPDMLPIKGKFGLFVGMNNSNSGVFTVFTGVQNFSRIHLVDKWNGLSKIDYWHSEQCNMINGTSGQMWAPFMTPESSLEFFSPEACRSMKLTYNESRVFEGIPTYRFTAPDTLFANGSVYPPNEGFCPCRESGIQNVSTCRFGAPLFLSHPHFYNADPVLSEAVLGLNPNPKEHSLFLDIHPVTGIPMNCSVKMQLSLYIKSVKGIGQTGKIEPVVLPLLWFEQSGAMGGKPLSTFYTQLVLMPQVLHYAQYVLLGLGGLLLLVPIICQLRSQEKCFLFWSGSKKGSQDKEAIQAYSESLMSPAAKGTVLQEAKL
CDK5 inh: inhibitors of human CDK5/p35 kinase, primary screen, biochemical, single concentration; Cyclin-dependent kinase 5 (Homo sapiens) + Cyclin-dependent kinase 5 activator 1 (Homo …; Recombinant CDK5/p35, ADP-Glo luminescence, 60 min; inhibition, % at 10 µM; 0.01% of 330,000 active;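 active = highest replicate inhibition of at least 50% and at least 75% of replicates reaching 50%; inconclusive = only one of the two criteria met; inactive = both criteria failed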;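 also: plate controls were DMSO neutral control for no effect and GW8510 at 10 µM for full effect; many of its hits are not listed in these tables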
cardiac RTF act: cardiac RTF calcium sensitivity activators, primary screen, biochemical, IANBD-TnC fluorescence, EC20 calcium. IANBD-labeled TnC RTF fluorescence at EC20 calcium; 0% EC20 calcium, 100% full calcium. Troponin I, cardiac muscle (Homo sapiens) + Troponin T, cardiac muscle (Homo sapiens) + …. 0.24% of 340,000 active. activation, % at 7.2 µM. AID 493008, 2010;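 active = activation above the mean over all tested compounds plus 3 SD, cut at about 30% in these data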;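 also: rise in fluorescence read as greater calcium sensitivity of cardiac thin filaments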
Rtt109 Vps75: inhibitors of C. albicans Rtt109/Vps75 HAT, primary screen, biochemical, ThioGlo CoA-SH fluorescence, plate reader. Histone acetyltransferase RTT109 (Candida albicans (strain SC5314 / ATCC MYA-2876)), …. purified Rtt109/Vps75, 4 h. inhibition, % at 34.9 µM. 0.16% of 330,000 active;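 active = inhibition of at least 50% in every replicate; inconclusive = best replicate reaches 50% inhibition but some replicates fall short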
SR-BI DiI-HDL act: activators of SR-BI mediated DiI-HDL uptake, primary screen, ldlA[mSR-BI] CHO cells, DiI fluorescence; 3 h; 100 = double the neutral-control signal; activation, % at 12.5 µM; 0.096% of 320,000 active;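 active = mean replicate activation of at least 60% and every replicate at or above 60%; inconclusive = mean or all-replicate condition met, but not both; inactive = mean below 60% and not all replicates reaching 60%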;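 also: 0% = median plate neutral-control signal and 100% = twice that signal; values of inactives mirror those of a sister screen read the other way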
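system = CHO ldlA[mSR-BI] cells, LDL receptor-null, SR-BI overexpressing | medium = Ham's F12 with 0.5% BSA, HEPES 25 mM, pH 7.4 | probe or stimulus = DiI-HDL 10 µg/mL | compound dosing = single-point compound dose | incubation = compound exposure 3 h, 37 °C | technique = DiI fluorescence, bottom read | read-out = cell-associated DiI fluorescence as measure of HDL uptake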
MITF act: activators of MITF-driven TRPM1 promoter reporter, primary screen, cell-based, SK-MEL-5, luciferase, single point; AID 588334, 2011; activation, % at 12.5 µM; 0.75% of 300,000 active; SK-MEL-5 TRPM1-promoter luciferase, 24 h; % of positive control, neutral wells = 0;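 active = mean activation of at least 80% with every replicate also reaching 80%; inconclusive = mean reaches 80% but some replicate falls short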;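 also: 0% = neutral control wells and 100% = parthenolide positive control wells; values of inactives mirror those of a sister screen read the other way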
The depositor's hits bear a star; ? = inconclusive; / = no result given; & = joins results of further samples.

SMILES	Wnt act	HTR5A ag ctr	dFosB act	PvdQ acylase	SR-BI DiI inh	CDK5 inh	cardiac RTF act	Rtt109 Vps75	SR-BI DiI-HDL act	MITF act
C/C(Cl)=C\CSc1nnc2n(N)c(=O)c3ccccc3n12	/	-1	-9	-5	-17	-0.2	-1	-2	17	10
O=C(/C=C/c1ccco1)Nc1cccc2cccnc12	?	-2	-9	-2	42	0.4	11	6	-42	26
C/C(CC1CC(COCC(C)C)OC1=O)=N\Nc1nc(-c2ccccc2)cs1 (stereo not drawn)	/	-3	-14	1	25	0.0	-4	9	-25	-10
CCN1CCN(Cc2ccc(NC(=O)c3ccc(C)c(NC(=O)N4CCNC4=O)c3)cc2C(F)(F)F)CC1	-6&-10	2&5	-34&-39	-9&-7	27&9	2.2&-0.2	11&4	5&9	-27&-9	-14&-9
CC/C(=N\NC(=O)c1ccccc1Cl)c1ccc(Br)s1	-1	2	-6	-12	4	2.1	1	3	-4	7
CCOC(=O)c1ccc(NS(=O)(=O)c2c(C)[nH]c(C)c2C(=O)N2CCCCC2)cc1	0	-3	-12	-7	1	-3.6	-6	0	-1	-8
COc1ccc2ccccc2c1/C=N/NC(=O)c1cccc(C)c1	0	0	0	-14	36	2.3	4	-3	-36	/
COc1cc(C2SCC(=O)N2Cc2ccccc2)ccc1O (stereo not drawn)	1	1	-16	-12	0	-0.8	1	/	0	6
CCCOP(=O)(c1ccc(N(C)C)cc1)C(Nc1ccccc1)c1ccc(N(C)C)cc1 (stereo not drawn)	-6	2	-8	-19	12	0.3	5	-6	-12	2
O=C(CSCc1c(Cl)cccc1Cl)N1CCOCC1	/	-6	-4	-8	-16	0.8	2	0	16	1
Cc1ccc(-c2ccnc3nc(Sc4ncc(C(F)(F)F)cc4Cl)nn23)cc1	/	4	0	-12	12	-0.5	-8	-2	-12	3
CCSc1nnc(NC(=O)c2ccc(C)o2)s1	/	6	0	-11	-37	1.3	-6	-23	37	26
Cc1ccc(OCC(=O)NC2CCCCCC2)cc1C	6	2	-4	-18	-17	2.3	-4	16	17	36
O=C(NCCSc1c[nH]c2ccccc12)c1c(F)cccc1F	-2	9	-1	-20	-25	0.6	1	-6	25	/
O=C(COC(=O)c1ccccc1)NCCC1=CCCCC1	-1	-1	-4	-1	-36	0.8	0	-1	36	6
COc1cccc(N2CCN(S(=O)(=O)c3ccc(-c4cnc(C5CC5)o4)cc3)CC2)c1	-3	-2	3	1	18	1.4	5	5	-18	-11
COc1ccc(S(=O)(=O)NCC(c2ccco2)N2CCOCC2)cc1 (stereo not drawn)	11	-2	3	-14	-2	-1.3	5	-7	2	3
CCOC(=O)Nc1sc(C(=O)N(C)C)c(C)c1C(=O)OCC	/	7	-5	6	18	1.3	5	23	-18	4
O=C(/C=C/c1cccs1)Nc1nccs1	9	-4	1	4	20	-0.2	0	-7	-20	68
O=[N+]([O-])c1ccccc1OCCCNCc1ccccc1	0	-2	-5	-15	-8	-1.7	-2	-7	8	-2
COC(=O)c1ccc(N2CCOCC2)c(NC(=O)c2ccc(Br)o2)c1	4	3	-1	-8	45	1.5	-6	3	-45	6
CN(CC(=O)Nc1ccc(Cl)c(Cl)c1)C(=O)CNC(=O)Cc1ccccc1	1	5	-5	0	3	1.5	-6	-3	-3	-3
Cc1cc(C)c(C#N)c(SCC(=O)Nc2ccccc2C)n1	-11	4	2	-11	11	1.4	-1	2	-11	10
CCCNC(=O)c1ccccc1NC(=O)c1ccc2c(c1)NC(=O)C(C)S2 (stereo not drawn)	-3	-3	-33	1	65	-0.8	-4	12	-65	-3
COC(=O)c1sccc1NC(=O)CSc1nnnn1-c1ccccc1C	/	0	2	1	-14	-1.2	1	8	14	/
Nc1nc(Cl)nc2ncn(Cc3ccccc3)c12	-3	-2	-5	-10	-23	-0.1	15	-4	23	-21
COc1cccc(N2C(=NC(=O)COc3ccccc3)SC3CS(=O)(=O)CC32)c1 (stereo not drawn)	-1	1	5	-12	-6	-0.7	7	-4	/	3
CCOc1ccc(NC(=O)CN(C)C(=O)C(C)N2C(=O)c3ccccc3C2=O)cc1OCC (stereo not drawn)	0	-1	3	-5	0	1.3	-2	-2	0	0
O=C(COC(=O)c1ccc(Cl)nc1)NCCC1=CCCCC1	-2	0	4	-14	-11	0.5	2	-10	11	-7
C1CCC(c2nn3c(-c4n[nH]c5c4CCC5)nnc3s2)CC1	/	1	-22	3	12	1.7	-5	7	-12	-11
CCS(=O)(=O)N1CCN(C(=O)c2ccccc2[N+](=O)[O-])CC1	-2	-1	1	-6	-3	0.0	2	-21	3	-2
CCCOc1c(Br)cc(/C=N/O)cc1OC	/	-2	-5	-22	-9	2.2	2	0	9	-3
O=C(Cc1cccc(NC(=O)C2CCN(C(=O)c3ccccc3)CC2)c1)Nc1cccc(C(=O)N2CCCC2)c1	0	-3	-9	-6	10	-1.1	-1	4	-10	-2
O=C(Nc1cccc(Cl)c1)c1ccc2c(c1)OCCO2	-1	-4	-18	8	-5	-0.9	-7	-2	5	71
COc1ccc(C2C(C#N)=C(C)NC3=C2C(=O)CC(C)(C)C3)c(OC)c1 (stereo not drawn)	-6	0	3	-14	8	0.2	1	-63	-8	-10
COc1cc(-c2nc3c(c(C)nn3-c3ccccc3)c3cc(OC)c(OC)cc23)ccc1O	-4	6	12	-15	-40	0.3	-3	-13	40	/
COc1cc(NS(=O)(=O)c2cc(C(=O)NCCc3ccccn3)ccc2OC)cc(OC)c1	-1	0	2	-3	13	0.2	-1	-3	-13	-3
O=C(Cc1c(F)cccc1Cl)Nc1ccccc1N1CCCCC1	-3	-3	-6	7	11	3.3	3	-4	-11	-1
COc1ccc(-c2noc(-c3ccc(Br)o3)n2)cc1OC	7	7	-16	-9	7	-0.6	4	-4	-7	/
COc1ccc(-n2c(C)nn(CC3CC3)c2=O)cc1	1	0	-1	4	-35	-0.1	-1	7	35	2
CC(=O)c1ccc(N2CCN(C(=O)C3CCC3)CC2)cc1	/	-2	2	-1	12	-0.5	-9	-6	-12	30
COc1ccc(C(C[N+](=O)[O-])c2c(C)[nH]c3ccccc23)cc1OC (stereo not drawn)	/	1	-6	0	11	0.3	5	26	-10	-12
Cc1cccc(OCCCC(=O)NCCc2ccccc2)c1	4	2	-4	-28	-8	-2.3	10	-9	8	4
CCOC(=O)C(C)n1cnc2sc3c(c2c1=O)CCC3 (stereo not drawn)	/	-4	1	0	20	3.2	0	-1	-20	9
CCNc1nn2ccccc2c1/C=C(\C#N)C(=O)OCC	3	6	-1	-9	-4	-0.8	-2	0	4	9
O=C(Nc1cc(C(=O)N2CCOCC2)ccc1N1CCCC1)c1cccs1	-2	-2	-5	-8	-25	1.7	-1	-1	25	5
Cc1ccccc1C(=O)N1CCC(C(=O)Nc2cccc(S(=O)(=O)N3CCCCC3)c2)CC1	-5	-2	-9	-14	12	-8.0	2	7	-12	-19
CC/C(=N/NC(=O)c1ccc(Br)cc1)c1ccc(OCCN2CCOCC2)cc1	1	4	0	3	22	0.2	4	-1	-22	-3
CCN(CC)C(=O)Cc1cn(C)c2ccccc12	-4	-2	-2	-9	-9	0.3	-5	-9	9	-13
Cc1ccc(NC(=O)c2nccnc2C(=O)O)cc1C	-2	4	6	-4	-1	1.2	-4	4	1	-5

(cont.)
SMILES	Wnt act	HTR5A ag ctr	dFosB act	PvdQ acylase	SR-BI DiI inh	CDK5 inh	cardiac RTF act	Rtt109 Vps75	SR-BI DiI-HDL act	MITF act
CCC(=O)NCc1csc(-c2cccs2)n1	30	7	-1	3	-12	-0.2	3	3	12	13
CCCCNC(=O)c1cc(-c2ccc(F)cc2)on1	-2	0	4	-8	3	-0.5	4	-6	-3	15
C=CCn1c(=O)/c(=C/c2ccc(Cl)cc2)s/c1=C(\C#N)c1nnc2n1CCCCC2	-2	5	-12	-12	34	2.4	-3	6	-34	7
CC(=O)N(CCS(=O)(=O)c1ccc(Cl)cc1)Cc1cccs1	-2	-3	1	4	-5	-0.9	-3	5	5	/
O=C(COc1ccccc1F)NNC(=O)c1ccc(N2CCCCC2)c([N+](=O)[O-])c1	-4	-3	-2	-16	27	3.8	-4	2	-27	-17
Cc1ccc(S(=O)(=O)CCC(=O)OCC(=O)Nc2cc(F)ccc2C)cc1	-5	1	-1	-1	3	-4.4	9	11	-3	0
CCOC(=O)C(=CNc1cccc(C)c1C)C(=O)OCC	6	17	-4	-6	22	-0.3	-21	-3	-22	4
CCS(=O)(=O)NCc1cn2ccsc2n1	/	0	1	-12	-6	-0.2	9	-3	6	14
NCC12CC3CC(C1)CC(c1ccc(Br)cc1)(C3)C2	2	8	-3	-3	-16	0.1	-5	21	16	6
CC1CC(C)CN(c2ncnc3c2cnn3C)C1 (stereo not drawn)	-1	2	5	5	-27	1.3	-5	2	27	-16
CC(=O)c1cccc(NC(=O)COc2ccc(S(=O)(=O)N3CCOCC3)cc2)c1	1	-3	-1	4	5	-1.0	1	4	-5	12
Clc1ccc(OCc2nnc(-c3ccccc3Br)o2)cc1	/	2	1	2	21	2.0	-1	3	-21	20
CC(OC(=O)Nc1ccccc1)C(=O)OC1CCCCC1 (stereo not drawn)	-5	9	-5	12	-6	15	-8	20	6	29
CC(C)c1nnc(NC(=O)CSc2nc3ccccc3[nH]2)s1	-1	-4	-10	-17	13	-0.3	0	9	-13	3
CC(=C/c1ccccc1)/C=N/n1c(-c2ccncc2)n[nH]c1=S	-3	-6	-4	-2	1	-2.3	7	8	-1	30
CCC(=O)Nc1nc(OC)cc(OC)n1	/	-6	3	7	-9	1.2	-2	3	9	-6
Brc1ccccc1-c1nnc(COc2cccc3cccnc23)o1	/	-2	-5	-17	-9	0.7	2	0	9	7
O=C(c1ccc2ccccc2n1)N(CCO)Cc1ccccc1	1	2	-6	-5	11	-0.8	-3	-7	-11	6
Cc1ccc(CNC(=O)COC(=O)CCC(=O)c2cccs2)cc1	-1	-4	-4	-10	3	-0.1	2	-1	-3	-8
